Screens as filed in PubChem.
Epigenetic derep: Quantitative High-Throughput Screen for Regulators of Epigenetic Control; Potency, µM (titrated, usually from 53.9 µM), inactives show at the top dose GFP activation, usual class: activators; murine LDR cells, GFP reporter derepression, 30 h; 280,000 compounds, 0.2% hits; also: potency is read from the fitted curve at half-maximal effect; % of control where 0% means no effect; nearly all actives have a fitted effect of over 60% in size
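Murine LDR cells carrying a silenced, genomically integrated CMV-driven GFP reporter were exposed to compound for 30 hours at 37 C. After PBS washes, GFP-positive cells (20–120 um objects) were counted by laser-scanning microplate cytometry.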
IMPase Li cell: qHTS Assay for Identifying the Cell-Membrane Permeable IMPase Inhibitors: Potentiation with Lithium. CHO-M1 cells, IP1 TR-FRET (IP-One), carbachol + lithium. Potency, µM (highest dose often 59.4 µM), without a hit: top-dose activity, negative = IMPase inhibition, usual class: inhibitors. AID 1457, 2008. 210,000 compounds, 0.35% hits;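 also: IP1 builds up when IMPase is blocked and the TR-FRET signal falls; potency is read from the fitted curve at half-maximal effect; plate controls were basal vehicle for no effect and high inhibitor control for full effect; nearly all actives have a fitted effect of over 50% in size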
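Lithium-sensitised IP1 accumulation assay; M1-expressing CHO cells treated 30 min at 37C with compound. Competitive antibody detection by time-resolved FRET followed a 10 min room-temperature lysis step.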
KinaseGlo FLuc: Counterscreen for Luciferase (Kinase-Glo TM) Inhibition; Luciferin 4-monooxygenase (Photuris pensylvanica), Q27757; Kinase-Glo luciferase, ATP luminescence, 8 min; Potency, µM (top dose mostly 38.3 µM), without a hit: top-dose activity change, negative = inhibition, actives largely listed as inhibitors; 200,000 compounds, 0.28% hits; AID 1379, 2008; also: potency is read from the fitted curve at half-maximal effect; % is scaled to controls: 0 for no effect and ±100 for the full control effect; nearly all actives have a fitted effect of over 60% in size
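Kinase-Glo luciferase light output from ATP and luciferin was measured with 10 uM ATP, within the enzyme's linear range. Buffer: 50 mM imidazole pH 7.2, 50 mM KCl, 7 mM MgCl2, 0.01% Tween 20, 0.05% BSA; luminescence read after 8 min at ambient temperature.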
Lamin A splicing: qHTS Assay for Modulators of Lamin A Splicing. HeLa LMNA splicing GFP/RFP minigene ratio, 48 h. Potency, µM (series often up to 46.1 µM), inactives show top-dose ratio change, negative = inhibition, usual class: inhibitors. 200,000 compounds, 0.01% hits; active = well fitted inhibition curve with a large enough effect in the signal ratio, with a control signal flat, not every such curve was filed as active; inconclusive = small, poorly fitted or top-dose-only effect, or effect the other way, or a change in a side signal; the % refers to the signal ratio; also: potency is read from the fitted curve at half-maximal effect; % is scaled to controls: 0 for no effect and ±100 for the full control effect
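S3 HeLa stable clones carrying a lamin A-EGFP splicing minigene plus DsRed2 were seeded at 600 cells/well in Opti-MEM with 2% FBS, pin-dosed and incubated 48 h at 37°C. Acumen cytometry (488 nm) gave the GFP/RFP total-intensity ratio.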
CBFb RUNX1 block: qHTS Assay for Compounds Blocking the Interaction Between CBF-beta and RUNX1 for the Treatment of Acute Myeloid Leukemia; Runt-related transcription factor 1 (Homo sapiens) + Core-binding factor subunit beta …; AlphaScreen CBFb-His/RUNX1-biotin binding, biochemical; Potency, µM (top dose mostly 59.8 µM), for inactives: at the highest dose activity, negative = inhibition, most hits filed as inhibitors; 230,000 tested, under 10 active; also: % of control where 0% means no effect
Target sequence (Q01196 whole entry, looked up): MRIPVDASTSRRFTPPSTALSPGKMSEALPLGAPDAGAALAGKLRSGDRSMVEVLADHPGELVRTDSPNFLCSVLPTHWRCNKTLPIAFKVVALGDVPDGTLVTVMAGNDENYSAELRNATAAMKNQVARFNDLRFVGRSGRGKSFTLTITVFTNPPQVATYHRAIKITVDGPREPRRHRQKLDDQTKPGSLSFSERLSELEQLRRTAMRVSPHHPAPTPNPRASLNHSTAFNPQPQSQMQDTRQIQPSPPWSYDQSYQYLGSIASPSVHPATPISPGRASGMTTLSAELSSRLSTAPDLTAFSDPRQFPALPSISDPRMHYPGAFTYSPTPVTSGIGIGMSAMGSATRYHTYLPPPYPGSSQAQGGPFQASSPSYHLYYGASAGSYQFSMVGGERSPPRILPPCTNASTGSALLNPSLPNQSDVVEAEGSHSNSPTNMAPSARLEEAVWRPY
Target sequence (Q13951 whole entry, looked up): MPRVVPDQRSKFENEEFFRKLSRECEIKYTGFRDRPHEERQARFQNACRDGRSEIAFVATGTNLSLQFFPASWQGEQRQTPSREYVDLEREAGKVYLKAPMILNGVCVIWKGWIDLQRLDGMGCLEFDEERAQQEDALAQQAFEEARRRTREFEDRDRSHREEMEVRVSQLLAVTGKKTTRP
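Bead-based AlphaScreen assay; binding partners His-tagged CBF-beta and biotinylated RUNX1 at 30 nM each. Compound exposure 15 min after a 20-min protein preincubation; bead step 90 min; all steps at room temperature.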
HttQ103 aggreg: qHTS Multiplex Assay to Identify Dual Action Probes in a Cell Model of Huntington: Aggregate Formation (GFP); PC12 HttQ103-GFP aggregates, Acumen cytometry, 40 h; Potency, µM (series often up to 46.1 µM), inactives show at the top dose activity change, negative = inhibition, actives largely listed as inhibitors; 220,000 compounds, 1.1% hits; also: potency is read from the fitted curve at half-maximal effect; % is scaled to controls: 0 for no effect and ±100 for the full control effect; nearly all actives have a fitted effect of over 60% in size
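PC12/HTTQ103-GFP, ecdysone-inducible; teb 100 nM; cpd qHTS titration; GFP aggregates read on laser cytometer, Ex 488/Em 500-530 nm.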
NPSR antag: qHTS Assay for Antagonists of the Neuropeptide S Receptor: cAMP Signal Transduction | Q6W5P4 | 220,000 compounds, 1% hits | CHO-NPSR cells, cAMP TR-FRET, antagonist mode | AID 1461, 2008 | Potency, µM (top dose mostly 38.3 µM), for the others: top-dose activity change, negative = inhibition, hits mostly inhibitors; also: potency is read from the fitted curve at half-maximal effect; % is scaled to controls: 0 for no effect and ±100 for the full control effect; nearly all actives have a fitted effect of over 50% in size; many of its hits are not listed in these tables
Target sequence (Q6W5P4 whole entry, looked up): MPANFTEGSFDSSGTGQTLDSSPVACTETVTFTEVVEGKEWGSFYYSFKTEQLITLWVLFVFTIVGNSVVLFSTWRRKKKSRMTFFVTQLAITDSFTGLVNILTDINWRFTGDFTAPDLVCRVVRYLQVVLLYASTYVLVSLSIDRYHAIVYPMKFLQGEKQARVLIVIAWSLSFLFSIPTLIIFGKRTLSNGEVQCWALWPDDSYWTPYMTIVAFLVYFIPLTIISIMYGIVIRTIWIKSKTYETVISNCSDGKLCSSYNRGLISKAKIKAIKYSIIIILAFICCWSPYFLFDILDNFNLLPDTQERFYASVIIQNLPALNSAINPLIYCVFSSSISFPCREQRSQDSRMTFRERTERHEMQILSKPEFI
Numbers without * were called inactive; ? = inconclusive; nt = no result given; [ ] = remark or other dose. Unless noted, calls follow the shape of the dose curve; as a rule, active = well fitted curve in the direction sought with a large enough effect; inconclusive = small, poorly fitted or top-dose-only effect, or another doubt; inactive = no such curve, though single readings can be large; an effect the other way counts as inactive or inconclusive. A portion of the library; rates above refer to the full screens.

SMILES | Epigenetic derep | IMPase Li cell | KinaseGlo FLuc | Lamin A splicing | CBFb RUNX1 block | HttQ103 aggreg | NPSR antag
NC(=O)C(=O)NCCCN1CCOCC1 | 1.1% | -3% | 1% | 25%[46 µM] | 0% | -3%[9.22 µM] | 20%
Fc1ccc2nc(C3CCCCN3Cc3nc(CC4CC4)no3)[nH]c2c1 (configuration not stated) | -3.1% | nt | nt | nt | 12% | 3% | 26%
Cc1[nH]c(=O)nc2c1CCC2 | 1.2% | -6% | 0% | 9%[9.22 µM] | 3% | 11% | 17%
COc1ccccc1CCC(=O)OCC(=O)Nc1ccc(S(N)(=O)=O)cc1 | -3.8% | -5% | 2% | nt | 3% | 10% | 14%
CCOC(=O)Nc1cc2c(cc1C(C)=O)OCO2 | 1.3% | -19%[38.3 µM] | -2% | 1% | ? | -27% | 9%[46.1 µM]
Cc1ccc(S(=O)(=O)CCNC(=O)Cc2ccccc2)cc1 | -0.4% | 4% | 1% | -19%[46 µM] | 3% | 4% | 8%
CC/C(C)=N/NC(=O)c1[nH]c2ccc(C)cc2c1-c1ccccc1 | -1.3% | 19% | -4% | nt | 0% | -12%[9.22 µM] | -1%
COC(=O)C(c1ccc(OC)c(OC)c1)C1c2ccccc2C=C(C)N1C(=O)OC (configuration not stated) | 4.5% | 8% | -3% | nt | -4% | nt | nt
CC(=O)Nc1c(C(=O)c2ccc(F)cc2)oc2ccccc12 | 2.8% | -11%[38.3 µM] | -4% | 14% | 13% | -11% | -10%[46.1 µM]
COc1ccc(C2=NC(=O)NC2c2ccc(OC)cc2)cc1 (configuration not stated) | 1.1% | nt | nt | nt | 1% | -17%[9.22 µM] | 4%[7.67 µM]
COc1ccc(-n2ncc3c(N4CCN(Cc5ccccc5)CC4)ncnc32)cc1 | -0.4% | 13% | -5% | ? | 2% | ? | -29%
Oc1ccccc1CN1CCCN(Cc2ccccc2O)C1 | -0.7% | -4%[38.3 µM] | -6% | 0% | -3% | -11% | 4%[46.1 µM]
CCC/C=C(\CCC)C(NC(=O)c1ccccc1)c1ccc(C(=O)OC)cc1 (configuration not stated) | 5.3% | 7% | -2% | nt | 27% | nt | nt
O=C(O)c1sc2cc(C(F)(F)F)cnc2c1-c1ccccc1 | -0.4% | -5%[38.3 µM] | -4% | ? | -2% | 6% | -8%[46.1 µM]
CCOc1ccc(C2C(C(=O)c3ccc(C)o3)=C(O)C(=O)N2CCCN(CC)CC)cc1 (configuration not stated) | 0.0% | nt | nt | nt | 17% | -26%[9.22 µM] | 4%
CCNc1ccc(C(=O)OCC(=O)N(Cc2ccccc2)C(C)(C)C)cc1[N+](=O)[O-] | -1.0% | 13% | 5% | -7% | -1% | -3% | -39%
C/C(=N/Nc1ccc(C)cc1)C1(C)N(O)C(C)(C)C(c2ccco2)=[N+]1[O-] (configuration not stated) | 0.0% | 8% | -3% | -6%[46 µM] | -4% | -12% | 3%
COc1ccccc1C(=O)N/C(=C\c1ccc(Br)cc1)C(=O)NCCC(=O)O | 1.0% | 8% | 0% | nt | 8% | -6%[9.22 µM] | -7%
Nc1nc(-c2ccc(-n3nncc3-c3ccco3)cc2)cs1 | 2.0% | nt | nt | nt | -13% | -17%[9.22 µM] | 22%
CC(=O)N/C(=C/c1ccc(OS(=O)(=O)c2ccc(C)cc2)cc1)C(=O)Nc1ccc(C(=O)O)cc1 | -1.2% | nt | nt | nt | 0% | -9%[9.22 µM] | 18%
COCCNc1cc(C)nc2cc(-c3ccc(C)cc3)nn12 | -2.2% | 7% | -5% | -9%[46 µM] | 6% | 1% | 0%
O=C(OCc1ccccc1)C1=NNC2C(=O)N(Cc3ccccc3)C(=O)C12 (configuration not stated) | 1.6% | -6% | 3% | nt | 0% | 15% | -7%
CCOC(=O)c1cc(CC)sc1NC(=O)COC(=O)c1cc[n+]([O-])cc1 | 0.9% | 6% | 1% | ? | 2% | 20% | -5%
Cc1cc(=O)oc2cc(OCC(=O)OCC(=O)Nc3ccccc3F)ccc12 | -4.4% | -8% | -3% | nt | 0% | 9% | 14%
Cc1cc(OC(=O)c2ccco2)c(Sc2ccccc2[N+](=O)[O-])c(=O)o1 | 12% | 7% | 4% | ? | -5% | 15% | 6%
COCCNC(=O)C1CCCN(c2ncccn2)C1 (configuration not stated) | 0.9% | 13%[38.3 µM] | -4% | 5% | 3% | 17% | -5%[46.1 µM]
C=CCOc1c(CNn2cn[nH]c2=S)cccc1OC | -1.0% | 11% | -3% | ? | 16% | -1%[9.22 µM] | 4%
COc1ccc(OC)c(-n2nnnc2SCC(=O)NCc2ccc3c(c2)OCO3)c1 | -4.8% | 28%[38.3 µM] | -2% | -9% | 6% | -33% | -19%[46.1 µM]
Cc1ccccc1Nc1sc(C(=O)Nc2cccc(Cl)c2)c(N)c1C(N)=O | 1.0% | 5% | 1% | -14% | -8% | -14% | -5%
O=C(CSc1nnc(Nc2ccccc2)s1)NCc1cccs1 | -0.9% | nt | nt | -4% | -3% | 7% | -26%[46.1 µM]
COc1ccc(C(=O)C(Sc2nnc(C)c(=O)[nH]2)c2ccc(OC)cc2)cc1 (configuration not stated) | -3.9% | nt | nt | nt | 8% | 28%[9.22 µM] | -12%
COc1ccc(CNc2oc(-c3ccccc3)nc2C#N)cc1 | 0.0% | 25%[38.3 µM] | 2% | -16% | -12% | -16% | -15%[46.1 µM]
CC(=O)/C(N=Nc1ccc(SC(F)F)cc1)=C(\C)O | 1.1% | 5% | -25% | 2%[46 µM] | -20% | -10% | 27%
Cc1ccc(C(=O)N/N=C\c2cc3c(cc2Br)OCO3)s1 | 0.0% | 1% | 9% | 10% | 7% | -4% | -2%
C=CCOc1c(Br)cc(/C=N/O)cc1OCC | 0.0% | 4% | 2% | ? | -4% | -20% | -5%
C=CCn1c(SCC(=O)Nc2ccc(-c3nc4ccc(C)cc4s3)cc2)nnc1-c1ccncc1 | 1.3% | ? | 3% | 2% | 23% | 0% | 2%[46.1 µM]
Cc1ccc(S(=O)(=O)NCCc2ccc(S(N)(=O)=O)cc2)cc1 | -0.7% | 0%[38.3 µM] | -2% | -4% | 0% | 0% | -5%[46.1 µM]
COc1ccccc1-c1c(C)nn2c(N3CCC4(CC3)OCCO4)cc(C)nc12 | 0.0% | 29%[38.3 µM] | -4% | 0% | 12% | -2% | -10%[46.1 µM]
CCn1c(SCC(=O)NCc2ccc3c(c2)OCO3)nnc1-c1ccncc1 | -5.1% | -1% | 2% | ? | -17% | 11% | 2%
NC(=O)c1c(NC(=O)c2cccs2)sc2c1CCCCCC2 | 0.0% | 3%[38.3 µM] | -1% | ? | 11% | ? | -19%[46.1 µM]
O=C(NCCc1ccccn1)c1cc(-c2ccc(Cl)c(Cl)c2Cl)nc2ccccc12 | 0.0% | 11% | 0% | ? | -8% | -10% | ?
COc1cc(C(=O)NCC(=O)N/N=C/c2ccccn2)cc(OC)c1OC | 0.9% | 2% | -3% | nt | -7% | -9% | 32%
CCOc1ccc(OCc2ccc(C(=O)Nc3ccc(Cl)cn3)o2)cc1 | 2.4% | 32%[38.3 µM] | 4% | ? | 21% | 8% | -13%[46.1 µM]
CCN1CCCC1CNC(=O)CSCc1nc(-c2ccccc2C)oc1C (configuration not stated) | 0.0% | 31%[activator][38.3 µM] | -2% | 13% | -3% | -13% | -6%[46.1 µM]
O=C(NP(=O)(N1CCOCC1)N1CCOCC1)C1=C(N2CCOCC2)/C(=C\c2ccccc2)CC1 | 1.1% | 4% | 0% | ? | -7% | 10% | 10%
O=C(c1ccccc1)c1nc2c(n1O)CCCCC2 | -2.4% | -2% | -5% | nt | 2% | -3% | 7%
Brc1ccc(C2Nc3cccc4cccc(c34)N2)s1 | 0.0% | -5% | -6% | ? | -14% | -16% | -14%
Cc1ccc(NC(=S)Nn2cnnc2)cc1 | -0.8%[10.1 µM] | -3% | -2% | -16%[9.22 µM] | 2% | 0%[9.22 µM] | 7%
CCc1ccc(N2C(=O)C3NN=C(C(=O)OCc4ccccc4)C3C2=O)cc1 (configuration not stated) | -0.9% | -4% | 2% | -1% | -4% | -14% | 3%
OC/C=C/c1ccc(O)c(O)c1 | 1.0% | 2% | 1% | -2% | nt | nt | nt
O=C1CCc2cc(S(=O)(=O)N3CCC(C(=O)NC4CCCC4)CC3)ccc2N1 | -0.2% | -2%[38.3 µM] | -2% | -5% | 0% | 18% | 3%[46.1 µM]
Cc1cccc(-c2noc(CCC(=O)Nc3ccc(C(N)=O)cc3)n2)c1 | 0.0% | nt | nt | nt | 0% | -29%[9.22 µM] | 23%
COc1ccc(OC)c(S(=O)(=O)N(C)CC(=O)N2CCN(c3ccc(F)cc3)CC2)c1 | 2.6% | 28%[38.3 µM] | 1% | -3% | ? | -2% | 7%[46.1 µM]
Cn1c(Oc2ccccc2)c(C=O)c2ccccc21 | 0.0% | 3%[38.3 µM] | 4% | -5% | 4% | -29% | -20%[46.1 µM]
CCc1nc(N=Nc2c(O)[nH]c3ccccc23)c2c3c(sc2n1)CCC3 | 0.0% | 16% | 3% | 3% | 0% | 11% | -29%
Cc1cccc2nc(-c3ccccc3)nc(N[C@@H](CO)c3ccccc3)c12 | 3.0% | -5% | -1% | ? | -29% | -17% | -36%
COc1ccc(-n2c(C)c([N+](=O)[O-])c3ccc(O)c(CN(C)C)c32)cc1 | 0.0% | 18%[38.3 µM] | -6% | ? | -2% | 13% | -27%[46.1 µM]
CC1(C)Cc2ccccc2C(N)=C1C#N | 1.2% | 1%[38.3 µM] | 3% | -15% | -1% | 2% | 2%[46.1 µM]
O=C(C1CCN(S(=O)(=O)N2CCC3(CC2)OCCO3)CC1)N1CCOCC1 | -1.0% | 38%[activator][38.3 µM] | -2% | 6% | 0% | -2% | 1%[46.1 µM]
